Bioassay records (PubChem)
Coupling enz – counter-screen for Giardia aldolase inhibitors: coupling enzyme system; actives 0.67% (n = 290,000); coupling enzyme system counterscreen, AmpLite Red fluorescence; activity change, negative = inhibition, % at 58.2 µM, hits read low; in the data active = activity change below about -30%; note: % is set by controls: 0 for no effect and ±100 for the full control effect
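Coupling enzymes only (glyceraldehyde-3-phosphate) + compound, at 57.5 uM final, 10 min RT; add substrate/coupling/AmpLite Red mix, 20 min RT; fluorescence ex 525/em 598 nm. Actives flag coupling-system interference.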
Menin MLL FP TR – menin-MLL binding inhibition, Texas Red mutant peptide | O00255 | Menin + Texas Red MLL mutant peptide, fluorescence polarization | Potency, µM (titrated, usually from 61.6 µM), without a hit: at the top dose FP activity change, negative = inhibition, hits mostly inhibitors | actives 0.23% (n = 270,000); active = well fitted inhibition curve with a large enough effect in the polarisation, with a control signal flat, not every such curve was filed as active; inconclusive = small, poorly fitted or top-dose-only effect, or effect the other way, or a change in a side signal; inactive = no such curve, though single readings can be large or run the other way; the % refers to the polarisation; note: potency is the fitted concentration of half-maximal effect; % of control where 0% means no effect; many of its hits are not listed in these tables
Giardia killer – kills Giardia lamblia; activity change, % at 7.66 µM, hits read low; actives 0.15% (n = 340,000); Giardia lamblia trophozoite viability; AID 540267; in the data active = activity change below about -80%; inconclusive = between about -30% and that limit;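 note: parasites exposed to compound for two days anaerobically before the ATP read; % is set by controls: 0 for no effect and ±100 for the full control effect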
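Luminescence from cellular ATP indicates surviving trophozoites (100 cells/well) following 48 hrs anaerobic compound treatment at 37 deg C; signal develops 15-30 min at room temperature.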
Tb PFK inh – blocks T. brucei phosphofructokinase | T. brucei PFK, ADP-Glo luminescence | Potency, µM (titrated, usually from 57.5 µM), inactives show at the top dose activity, negative = inhibition, most hits filed as inhibitors | actives 0.17% (n = 330,000) | AID 485367;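 note: potency is the fitted concentration of half-maximal effect; 0% = uninhibited 1x PFK enzyme wells and -100% = no-enzyme wells; nearly all actives have a fitted effect of over 60% in size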
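ADP-Glo luminescence quantified ADP after 45 min at room temperature, with 1.25 nM T. brucei PFK, 0.1 mM ATP and 0.5 mM fructose-6-phosphate in pH 8.0 TEA buffer. qHTS titrations up to 57 µM; curves classified by quality.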
PKM2 act – activators of human pyruvate kinase M2. purified PKM2, Kinase-Glo ATP luminescence, activation; response scale: 0% is enzyme alone, no compound. Potency, µM (highest dose often 57.5 µM), inactives show at the highest dose activation, usual class: activators. P14618. actives 0.34% (n = 260,000); note: potency is the fitted concentration of half-maximal effect; % is set by controls: 0 for no effect and ±100 for the full control effect; nearly all actives have a fitted effect of over 55% in size
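Purified hPK-M2 (>95%) run at intermediate activity with 0.1 mM ADP and 0.5 mM PEP in 50 mM imidazole pH 7.2, KCl, MgCl2; 1 h room temperature. ATP formed read by Kinase-Glo luminescence; normalized to uninhibited and no-enzyme controls.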
TSG101-PTAP inh – blocks PTAP/TSG101 interaction to inhibit HIV-1 budding; Q99816; Fluorescence polarization, FITC-PTAP peptide / Tsg101 binding; Potency, µM (series often up to 115 µM), for the others: at the top dose activity change, negative = inhibition, hits mostly inhibitors; 340,000 tested, under 10 active; AID 493005; active = well fitted inhibition curve with a large enough effect in the main read-out, with a control signal flat, not every such curve was filed as active; inconclusive = small, poorly fitted or top-dose-only effect, or effect the other way, or a change in a side signal; inactive = no such curve, though single readings can be large or run the other way; note: potency is the fitted concentration of half-maximal effect; % of control where 0% means no effect
Target sequence (Q99816 whole entry, looked up): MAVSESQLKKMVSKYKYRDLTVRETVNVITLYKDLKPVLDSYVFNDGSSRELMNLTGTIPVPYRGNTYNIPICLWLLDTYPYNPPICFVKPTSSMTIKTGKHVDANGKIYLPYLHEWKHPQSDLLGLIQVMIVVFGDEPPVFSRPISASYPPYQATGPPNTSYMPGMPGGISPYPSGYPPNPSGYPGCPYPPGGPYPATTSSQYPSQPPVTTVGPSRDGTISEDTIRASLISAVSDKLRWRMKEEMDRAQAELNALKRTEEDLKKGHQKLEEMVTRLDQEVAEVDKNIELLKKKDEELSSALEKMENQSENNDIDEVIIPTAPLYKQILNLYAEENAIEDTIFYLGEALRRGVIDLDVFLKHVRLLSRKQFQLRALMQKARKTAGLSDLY
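Fluorescence anisotropy tracks displacement of a FITC-tagged PTAP peptide (50 nM) from the Tsg101 binding domain (10 uM), following a 20 min room-temperature incubation at pH 7.5.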
Chronic BCR inh – blocks chronic active B-cell receptor signaling; Potency, µM (highest dose often 46.1 µM), without a hit: top-dose ratio change, negative = lower green/red ratio, usual class: inhibitors; AID 493014; ABC-DLBCL IkBa-CBG/CBR reporter, luminescence ratio, 4 h; actives 0.05% (n = 340,000); active = well fitted inhibition curve with a large enough effect in the signal ratio, with a control signal flat, not every such curve was filed as active; inconclusive = small, poorly fitted or top-dose-only effect, or effect the other way, or a change in a side signal; the % refers to the signal ratio;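 note: potency is the fitted concentration of half-maximal effect; plate controls were basal doxycycline-induced cells for no effect and cells given 10 µM MG132 for full effect; MG132 reads +100%, hits lower the ratio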
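Compounds up to 46 uM were incubated four hours with TMD8 cells whose green CBG68 luciferase is fused to IkappaBalpha; red CBR luminescence normalised the signal, and concentration-effect curves were fitted to fusion, red and ratio data.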
GALK inh – galactokinase (human) inhibition; Purified GALK, Kinase-Glo residual ATP luminescence; Potency, µM (doses to about 57.5 µM), inactives show at the highest dose activity change, negative = inhibition, hits mostly inhibitors; actives 0.007% (n = 270,000); AID 1868; note: potency is the fitted concentration of half-maximal effect; % is set by controls: 0 for no effect and ±100 for the full control effect
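The enzyme phosphorylates galactose (100 uM) using ATP (35 uM); inhibition is detected as higher residual ATP, quantified by bioluminescence after 1 h reaction at room temperature, pH 8.0.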
Integrin act MD – activates integrin-mediated alleviation for muscular dystrophy | alpha7betagal myoblasts, beta-gal FDG fluorescence, 48 h | Potency, µM (top dose mostly 38.3 µM), inactives show at the top dose activation, hits mostly activators | actives 0.064% (n = 350,000);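 note: potency is the fitted concentration of half-maximal effect; 100% = response of the positive control SU9516; nearly all actives have a fitted effect of over 60% in size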
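Alpha7betagal+/- myoblasts (passage 13) were plated 16-24 hr, then exposed to compounds (1:260 dilution of DMSO stock) for 48 hours at 37C. After MPER lysis, β-galactosidase reporter activity was read as FDG fluorescence (ex 480/em 540) after 30 minutes.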
ASM inhibitor – inhibitors of human secretory acid sphingomyelinase; P17405; placental ASM, HMU-PC fluorogenic substrate, 60 min; Potency, µM (series often up to 57.5 µM), for inactives: at the top dose activity change, negative = inhibition, hits mostly inhibitors; actives 0.006% (n = 340,000); note: potency is the fitted concentration of half-maximal effect
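qHTS format. ASM enzyme prepared from human placenta hydrolyses the fluorogenic substrate HMU-PC0 (9 uM final) over 60 min at 37 °C after a 10 min compound preincubation.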
B2AR arrestin – agonists driving beta-arrestin recruitment to human beta2-adrenergic receptor; Potency, µM (titrated, usually from 46.1 µM), without a hit: at the top dose activation, most hits filed as activators; AID 492947; actives 0.02% (n = 330,000); P07550; beta-arrestin recruitment to beta2AR, cell-based reporter;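 note: potency is the fitted concentration of half-maximal effect; 0% = DMSO controls and full agonism = EC100 isoproterenol or metaproterenol; nearly all actives have a fitted effect of over 65% in size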
Target sequence (P07550 whole entry, looked up): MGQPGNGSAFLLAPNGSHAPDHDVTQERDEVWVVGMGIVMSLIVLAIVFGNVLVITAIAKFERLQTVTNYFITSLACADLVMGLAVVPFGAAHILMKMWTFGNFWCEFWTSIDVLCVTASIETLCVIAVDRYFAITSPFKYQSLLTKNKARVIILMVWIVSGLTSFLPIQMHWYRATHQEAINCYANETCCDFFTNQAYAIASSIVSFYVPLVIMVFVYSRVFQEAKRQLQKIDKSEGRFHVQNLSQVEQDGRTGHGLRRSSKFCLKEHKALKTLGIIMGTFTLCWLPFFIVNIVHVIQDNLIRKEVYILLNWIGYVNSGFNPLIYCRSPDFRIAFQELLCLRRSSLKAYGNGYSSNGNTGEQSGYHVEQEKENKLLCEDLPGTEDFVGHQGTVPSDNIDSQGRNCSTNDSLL
* hit, by the source's call; ? = inconclusive; . = not tested or not shown; [ ] = remark or other dose. Unless noted, calls come from the whole dose curve; as a rule, active = well fitted curve in the direction sought with a large enough effect; inconclusive = small, poorly fitted or top-dose-only effect, or another doubt; inactive = no such curve, though single readings can be large; an effect the other way counts as inactive or inconclusive. Not all compounds are listed (hit frequency here may not be typical).

Structure,Coupling enz,Menin MLL FP TR,Giardia killer,Tb PFK inh,PKM2 act,TSG101-PTAP inh,Chronic BCR inh,GALK inh,Integrin act MD,ASM inhibitor,B2AR arrestin
Cc1ccc(-c2nc3cc(Br)cnc3nc2-c2ccc(C)cc2)cc1,-1,-2%,4,0%,3%,-1%,6%,0%,9%,-9%,-0.2%
Cc1occc1C(=O)N/N=C/c1ccccc1[N+](=O)[O-],-1,.,-1,0%,1%,0%,?,-1%,16%,-1%,0.1%
CCOC(=O)N1CCN(c2c(N3CC=C(c4ccccc4)CC3)c(=O)c2=O)CC1,1,0%,-4,3%,4%,-4%,-6%,2%,-38%,2%,0.2%
CCOP(=O)(c1ccccc1)C(O)c1ccc(Br)cc1 (stereo unspecified),1,-8%,12,0%,-1%,3%,4%,5%,5%,3%,0.2%
CC1CCN(C(=O)c2cc3ccccc3cc2O)CC1,.,.,-6,-1%,-3%,-5%,-10%,3%,18%,13%,0.3%
COc1ccc(NC(=O)O/N=C/c2ccccc2Cl)cc1,-2,.,38[activator],-4%,-4%,0%,?,3%,-12%,-4%,0.1%
Cc1ccc(-c2csc(Nc3ccc(C(=O)O)cc3)[n+]2Cc2ccccc2)cc1,6,10%,-8,0%,6%,5%,?,-2%,8.9µM*,6%,-0.2%
Cc1nnsc1C(=O)Nc1ccc(Cl)cc1,3,8%,-13,-2%,-3%,-8%,-1%,0%,0%,-3%,-0.2%
O=C(NC1CCCc2ccccc21)C1CCN(C(=O)c2sccc2-n2cccc2)CC1 (stereo unspecified),-1,-26%,-3,0%,11%,1%,-1%,-1%,-19%,-1%,-0.1%
COC(=O)CCSc1cc([N+](=O)[O-])cc2c1c(C1OCCS1)nn2-c1ccccc1 (stereo unspecified),.,-16%,-1,0%,-3%,?,?,-4%,-1%,-7%,-0.2%
CC(C)/C=C/C(=O)N1CCC(N2CCC(C(=O)N3CCOCC3)CC2)CC1,4,2%,13,2%,-2%,0%,1%,1%,44%,1%,-0.1%
COc1cccc(OCc2nnc(-c3cccs3)o2)c1,0,14%,.,2%,8%,.,?,2%,.,.,0.3%
O=C(Nc1sc2c(c1C(=O)O)CCC2)c1ccccc1F,-29,?,-6,1%,3%[11.5 µM],-6%,?,7%,-22%,7%,-0.4%
CCOC(=O)CCc1c(C)c2ccc(OCC)c(C)c2oc1=O,0,1%,-4,-4%,0%,0%,9%,1%,-4%,0%,-0.2%
CC1CCC/C(=N\NC(=O)COc2ccc(Cl)cc2Cl)C1 (stereo unspecified),0,.,-20,-26%,7%,-1%,3%,-7%,8%,2%,-0.3%
COc1ccc(Cl)cc1NS(=O)(=O)c1cc(Cl)ccc1OC,0,14%,4,1%,-2%,-1%,8%,0%,22%[7.66 µM],-2%,-2.2%
Cc1c2n(c3ccccc13)CC/C2=N\O,1,.,2,-10%,0%,-2%,?,1%,25%,0%,-0.5%
O=c1[nH]c2ccc(S(=O)(=O)Nc3ccccc3O)cc2[nH]1,0,5%,-5,-2%,22%,-1%,-16%,4%,14%,12%,-0.5%
O=C(NC1CCCCC1)C(c1cccnc1)N(C(=O)c1csnn1)c1ccc(F)cc1 (stereo unspecified),3,3%,5,-1%,-1%,-1%,0%,0%,-12%,2%,0.2%
N#C/C(=C/c1ccncc1)c1nc2ccccc2s1,-4,3%,5,19%,2%,-1%,?,-2%,-32%,8%,3.1%
COc1ccc(S(=O)(=O)N(Cc2ccc(OC)c(OC)c2)Cc2ccco2)cc1,1,14%,-8,3%,4%,-1%,-4%,-1%,-40%,-2%,0.4%
COc1ccc(-c2sc3ccccc3c2C#Cc2cncn2C)cc1,.,.,6,-1%,.,-7%,-1%,.,-26%,226%[activator],0.1%
CCCC(=O)c1c(NC(C)C)cc(C)oc1=O,0,-1%,25,2%,-2%,-3%,8%,-1%,1%[7.66 µM],-5%,0.2%
O=C(COC(=O)c1ccc(NS(=O)(=O)c2cccs2)cc1O)NCc1ccccc1,9,?,-3,-9%,22µM*,-1%,?,4%,5%,-9%,0.0%
CC1Cc2ccccc2N1S(=O)(=O)c1cccc(C(=O)NCc2ccncc2)c1 (stereo unspecified),.,.,3,4%,.,-4%,-4%,.,-33%,1%,0.4%
CC1(C)CC(=O)c2cnc(NCC3CCCO3)nc2C1 (stereo unspecified),9,10%,4,-14%,0%,-2%,0%,-4%,-5%,-1%,?
Cc1cc2ncn(C3CC(=O)N(C)C3=O)c2cc1C (stereo unspecified),2,-7%,-7,-3%,-3%,-4%,-12%,-5%,28%,1%,3.3%
COc1ccc(S(=O)(=O)N2CCN(Cc3cccc(OC)c3OC)CC2)cc1,2,2%,26,6%,0%,-1%,-7%,-9%,?,1%,0.6%
c1ccc(-c2noc(C34CC5CC(CC(C5)C3)C4)n2)nc1,0,-18%,14,-1%,1%,-6%,-2%,1%,-14%,1%,-0.2%
CCOC(=O)NC(NC(=S)Nc1ccc(OCC)cc1)C(Cl)(Cl)Cl (stereo unspecified),3,1%,-1,0%,2%,-1%,?,4%,7%,-1%,-1.4%

Continued; the last four above are carried over.
Structure,Coupling enz,Menin MLL FP TR,Giardia killer,Tb PFK inh,PKM2 act,TSG101-PTAP inh,Chronic BCR inh,GALK inh,Integrin act MD,ASM inhibitor,B2AR arrestin
Cc1cc2ncn(C3CC(=O)N(C)C3=O)c2cc1C (stereo unspecified),2,-7%,-7,-3%,-3%,-4%,-12%,-5%,28%,1%,3.3%
COc1ccc(S(=O)(=O)N2CCN(Cc3cccc(OC)c3OC)CC2)cc1,2,2%,26,6%,0%,-1%,-7%,-9%,?,1%,0.6%
c1ccc(-c2noc(C34CC5CC(CC(C5)C3)C4)n2)nc1,0,-18%,14,-1%,1%,-6%,-2%,1%,-14%,1%,-0.2%
CCOC(=O)NC(NC(=S)Nc1ccc(OCC)cc1)C(Cl)(Cl)Cl (stereo unspecified),3,1%,-1,0%,2%,-1%,?,4%,7%,-1%,-1.4%
Cc1ccc(C)c(N(CC(N)=O)S(C)(=O)=O)c1,-1,-17%,4,-1%,-1%,-3%,-2%,-1%,-16%,5%,0.3%
CCC(C)OC1OC(CO)C(O)C(O)C1NC(C)=O (stereo unspecified),4,-18%,26,-8%,-8%,-1%,-2%,0%,21%,2%,-0.6%
Cc1ccc(C(=O)Oc2ccccc2N2C(=O)C3CCC(C)CC3C2=O)cc1 (stereo unspecified),-1,-7%,0,-8%,11%,-1%,?,1%,4%,0%,-1.0%
Cc1nnc(SCC(=O)Nc2c(Cl)cccc2Cl)[nH]c1=O,8,-14%,3,-4%,-3%,-6%,-13%,1%,3%,0%,-0.2%
O=C1CC2(CCCC2)C(=O)N1c1ccc(S(=O)(=O)NCC2CC2)cc1Cl,1,.,-5,-5%,-12%,3%,0%,.,5%,2%,-0.4%
Cc1cccc2c(=O)oc(-c3ccccc3Cl)nc12,1,-3%,-1,-7%,0%,-3%,1%,3%,1%,-4%,-0.3%
Oc1c(Br)cc(Br)cc1/C=N/N1CCN(Cc2ccccc2)CC1,3,8%,-1,5%,2%,-4%,2%,0%,2%,-12%,3.1%
CN(C)c1ccc(C(=O)/C=C/c2cccnc2)cc1,-2,1%,-7,6%,.,-3%,?,-3%,-69%[inhibitor],-13%,2.8%
Cc1c(C(=O)NNC(=O)c2csc(N3CCOCC3)n2)cccc1[N+](=O)[O-],.,.,5,-1%,.,-7%,?,.,32%,2%,-0.3%
CCCN1CCC(NC(=O)Cc2cccc(C)c2)CC1,0,-1%,-1,-1%,0%,-8%,1%,1%,?,3%,0.1%
S=C1NCCOCCOCCOCCNC(=S)N2CCOCCOCCN1CCOCCOCC2,4,1%,5,0%,-6%,1%,2%,16%,-2%,1%,0.5%
